Screens: PubChem, National Center for Advancing Translational Sciences (NCATS)
DRD3 antagonist: qHTS of D3 Dopamine Receptor Antagonist: qHTS; D3R cells, DiscoveRx beta-arrestin luminescence, antagonist mode; hits give low values; max response, negative = inhibition, %; actives 2.5% (n = 360,000); AID 652054, 2013; in the data active = max response below about -50%; inconclusive = no clear call, values can overlap the other calls; also: % is scaled to controls: 0 for no effect and ±100 for the full control effect; mostly tested at two doses, the higher about 12 µM
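Cells plated overnight at 1500 cells/well, then exposed to library compounds with dopamine controls for 90 minutes at 37 degrees C. DiscoveRx reagent added for 30–60 minutes at room temperature; luminescence read, quantitative HTS format.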
GLP-1R inv ag: qHTS of GLP-1 Receptor Inverse Agonists (Inhibition Mode); Potency, µM (top dose mostly 38.3 µM), for inactives: top-dose activity change, negative = inhibition, actives largely listed as inhibitors; Glucagon-like peptide 1 receptor (Homo sapiens), P43220; HEK293 GLP-1R CRE-luciferase, luminescence, 24 h; GLP-1R form is constitutively active; actives 1.6% (n = 410,000); also: potency is read from the fitted curve at half-maximal effect; % is scaled to controls: 0 for no effect and ±100 for the full control effect; nearly all actives have a fitted effect of over 55% in size
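GLP-1R inverse agonism mode: basal reporter luminescence in engineered HEK293 cells measured after one day of compound exposure at 37 deg C, with a 12 min room-temperature detection step.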
IL2 activator: qHTS of IL-2 Activators. IL-2 activation reporter assay, cell-based qHTS; stimulated with anti-CD3/CD4/CD28 beads; in transgenic mouse T cells. activation, % (series mostly up to about 46 µM). actives 0.065% (n = 360,000); in the data active = activation above about 50%; inconclusive = mostly about 30% to 49%; also: 0% is about no effect
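Unstimulated transgenic mouse T cells; 60-min compound exposure; bead-based TCR/CD4/CD28 stimulation; 18 h culture, 37 degrees C; dual fluorescence (EGFP, DsRed) plate cytometry.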
GLP1R ag: qHTS of GLP-1 Receptor Agonists; actives 0.007% (n = 380,000); HEK293 GLP-1R CRE-luciferase, luminescence, 4-6 h; cells express a hypersensitive GLP-1R form; AID 624172, 2012; Potency, µM (top dose mostly 45.6 µM), without a hit: at the top dose activation, hits mostly activators; Glucagon-like peptide 1 receptor (Homo sapiens), P43220; also: potency is read from the fitted curve at half-maximal effect; % of control where 0% means no effect
WRN inhibitor: qHTS for Inhibitors of WRN Helicase; Potency, µM (series often up to 114 µM), for the others: at the top dose activity change, negative = inhibition, hits mostly inhibitors; AID 651768, 2012; Bifunctional 3'-5' exonuclease/ATP-dependent helicase WRN (Homo sapiens), Q14191; WRN helicase unwinding, fluorescent forked duplex, kinetic; actives 0.46% (n = 360,000); also: potency is read from the fitted curve at half-maximal effect; % is scaled to controls: 0 for no effect and ±100 for the full control effect; nearly all actives have a fitted effect of over 55% in size
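Enzyme (20 nM final) and test compound sit together 15 min at room temperature before substrate addition. Substrate is a single-forked duplex oligonucleotide (100 nM) labelled with fluorophore and quencher, with 2 mM ATP; helicase unwinding raises red fluorescence, read kinetically.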
PLK1 PBD block: qHTS for Inhibitors of PLK1-PDB (polo-like kinase 1 - polo-box domain): Primary Screen; Serine/threonine-protein kinase PLK1 (Homo sapiens), P53350; Plk1 PBD binding of FITC phosphopeptide, fluorescence polarization; Potency, µM, for inactives: max response, negative = inhibition, hits mostly inhibitors; actives 2.8% (n = 360,000); also: potency is read from the fitted curve at half-maximal effect; series mostly up to about 57 µM; % is scaled to controls: 0 for no effect and ±100 for the full control effect; nearly all actives have a fitted effect of over 65% in size
Target sequence (P53350 whole entry, looked up, the tested form may be a part): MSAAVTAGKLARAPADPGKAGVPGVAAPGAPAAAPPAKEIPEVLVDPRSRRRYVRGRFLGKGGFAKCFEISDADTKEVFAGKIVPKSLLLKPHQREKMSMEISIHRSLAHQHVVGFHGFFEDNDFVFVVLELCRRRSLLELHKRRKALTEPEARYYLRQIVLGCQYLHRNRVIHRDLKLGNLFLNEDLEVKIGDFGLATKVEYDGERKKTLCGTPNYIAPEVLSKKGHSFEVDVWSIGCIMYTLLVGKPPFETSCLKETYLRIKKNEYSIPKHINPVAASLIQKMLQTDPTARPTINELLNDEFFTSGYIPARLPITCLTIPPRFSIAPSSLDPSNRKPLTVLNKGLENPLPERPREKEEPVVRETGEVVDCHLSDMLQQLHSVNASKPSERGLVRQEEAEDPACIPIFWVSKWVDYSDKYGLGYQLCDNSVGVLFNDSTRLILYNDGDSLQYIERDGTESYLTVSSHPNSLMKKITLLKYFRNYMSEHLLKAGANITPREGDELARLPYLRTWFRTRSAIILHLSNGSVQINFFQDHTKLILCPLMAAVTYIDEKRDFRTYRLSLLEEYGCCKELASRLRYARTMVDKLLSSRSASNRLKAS
DRD3 agonist: qHTS of D3 Dopamine Receptor Agonist: qHTS; D(3) dopamine receptor (Homo sapiens), P35462; D3R DiscoveRx beta-arrestin cells, luminescence, 90 min; max activation, %; actives 0.58% (n = 410,000); AID 652048, 2013; in the data active = max activation above about 30%; also: 0% is about no effect; mostly tested at two doses, the higher about 12 µM
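Cells at 1500/well, incubated overnight, then treated with pinned compounds (dopamine as control) for 90 min at 37 degrees C. DiscoveRx reagent added for 30 - 60 minutes at room temperature; luminescence read.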
PI5P4K alpha inh: qHTS for Inhibitors of phosphatidylinositol 5-phosphate 4-kinase (PI5P4K); max response, %; PI5P4Kalpha enzyme, ADP-Glo luminescence, 60 min; hits give low values; actives 1.2% (n = 330,000); active = max response of -50% or lower; inconclusive = between -30% and -50%; inactive = -30% or higher; also: value at the top dose of about 77 µM; % is scaled to controls: 0 for no effect and ±100 for the full control effect
Target sequence (P48426 whole entry, looked up): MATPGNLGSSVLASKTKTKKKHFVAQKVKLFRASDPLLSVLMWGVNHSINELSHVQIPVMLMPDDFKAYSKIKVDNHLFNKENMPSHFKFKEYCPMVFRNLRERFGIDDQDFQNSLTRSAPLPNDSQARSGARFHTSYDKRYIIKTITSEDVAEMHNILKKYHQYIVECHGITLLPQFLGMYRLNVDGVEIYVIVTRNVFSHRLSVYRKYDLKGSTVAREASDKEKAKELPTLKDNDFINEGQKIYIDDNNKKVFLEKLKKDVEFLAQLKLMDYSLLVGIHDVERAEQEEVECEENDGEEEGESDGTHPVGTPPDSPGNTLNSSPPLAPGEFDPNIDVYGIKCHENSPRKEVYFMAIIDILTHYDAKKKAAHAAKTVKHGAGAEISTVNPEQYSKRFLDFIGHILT
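Human PI5P4Kalpha with substrate in 0.038 M HEPES pH 7.4, 0.28 mM EGTA, 0.1% CHAPS, 5% DMSO; reaction started with 5 microM ATP (final), 60 min at room temperature. ADP formed read by ADP-Glo luminescence.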
GLP1R cytotox: qHTS of GLP-1 Receptor Inverse Agonists: Cytotox Screen; HEK293 cAMP-luciferase reporter cells, luminescence, 24 h; actives 0.13% (n = 410,000); Potency, µM (top dose mostly 38.3 µM), for inactives: at the top dose activity change, negative = inhibition, usual class: inhibitors;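 also: loss of luciferase light is scored as toxicity; potency is read from the fitted curve at half-maximal effect; % is scaled to controls: 0 for no effect and ±100 for the full control effect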
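Quantitative HTS format, 1536 wells, 200 cells/uL seeded. Compounds: 23 nL, 24 h, 37 °C. Detection: luciferase reagent, luminescence at 12 min RT; decreased signal taken as cytotoxic.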
The depositor's hits bear a star; ? = inconclusive; / = not tested or not shown; & = joins results of further samples; [ ] = dose if it differs, or a comment. Unless noted, calls follow the shape of the dose curve; as a rule, active = well fitted curve in the direction sought with a large enough effect; inconclusive = small, poorly fitted or top-dose-only effect, or another doubt; inactive = no such curve, though single readings can be large; an effect the other way counts as inactive or inconclusive.

SMILES	DRD3 antagonist	GLP-1R inv ag	IL2 activator	GLP1R ag	WRN inhibitor	PLK1 PBD block	DRD3 agonist	PI5P4K alpha inh	GLP1R cytotox
Cc1ccc(C2=N/C(=C\c3c(C)nn(-c4ccccc4)c3N3CCCC3)C(=O)O2)cc1	-8.2	18.2%	-0.1	-7.1%	10.7%	-7.9%	-3.6	0.7	2.9%
CCCCSCCCNC(=O)c1cn(CC)c2ccc(S(=O)(=O)N3CCOCC3)cc2c1=O	9.0	1.1%&30.7%	-0.5	11.5%&1.6%	-5.2%	-5.5%	2.1&6.2	12.7	-5.9%&-0.5%
Cc1ccc(-c2nnc(CSc3nnc(COc4ccccc4)n3-c3ccccc3)o2)cc1	-1.5	10µM*	-0.1	2.6%	-7.6%	-2.9%	-2.1	0.1	-7.4%
Cc1ccc(/C(N)=N/OC(=O)COc2ccc(Cl)c(C)c2)cc1	0.0	7.7%	-0.4	-1.0%	-24.7%	-7.5%	-3.1	-1.4	29.3%
O=Cc1ccc(Oc2nc(Cl)ncc2F)cc1	-4.2	0.5%	1.9	-5.9%	2.2%	0.9%	-16.5	-14.0	2.1%
COC(=O)c1cc(-c2ccc(S(=O)(=O)N3CCCC(C)C3)cc2)c(C(F)(F)F)s1 (stereo unspecified)	-12.2	14.8%	-3.4	9.4%	-9.1%	-2.7%	-6.6	4.8	-0.2%
O=C(O)c1c(C(=O)O)c(-c2ccc(Br)cc2)n2c1CSC2	-8.7	1.9%	-1.1	-5.8%	-5.2%	-13.8%	-1.2	-18.2	-10.2%
CC(=O)NC12CC3CC(C1)CC(C(=O)Nc1cccc(S(=O)(=O)N4CCCCCC4)c1)(C3)C2	28.8	-22.3%	-2.9	-17.6%	3.9%	2.6%	4.2	1.9	1.6%
Cn1nc(C(=O)OCC(=O)Nc2ccccc2[N+](=O)[O-])c2ccccc2c1=O	-7.8	14.2%	1.5	-2.6%	1.0%	1.6%	-1.1	-12.0	11.4%
CC[N+]1=CN(c2ccccc2)C(C)=CC1(C)C	4.1	6.5%	-0.1	-1.7%	-1.2%	?	4.4	-1.1	13.7%
CC(=O)Nc1ccc(S(=O)(=O)NN=CCCc2ccccc2)cc1	-13.7	2.8%	0.0	6.5%	-0.8%	-25.3%	-1.3	-0.6	-5.3%
O=C(CCCN1C(=O)/C(=C/c2ccco2)SC1=S)Nc1ccccc1	12.9	?	-0.2	-2.3%	-34.6%	-23.5%	-1.8	-25.6	5.6%

Structural class, the entries above containing four or more nitrogen atoms.
SMILES	DRD3 antagonist	GLP-1R inv ag	IL2 activator	GLP1R ag	WRN inhibitor	PLK1 PBD block	DRD3 agonist	PI5P4K alpha inh	GLP1R cytotox
Cc1ccc(C2=N/C(=C\c3c(C)nn(-c4ccccc4)c3N3CCCC3)C(=O)O2)cc1	-8.2	18.2%	-0.1	-7.1%	10.7%	-7.9%	-3.6	0.7	2.9%
Cc1ccc(-c2nnc(CSc3nnc(COc4ccccc4)n3-c3ccccc3)o2)cc1	-1.5	10µM*	-0.1	2.6%	-7.6%	-2.9%	-2.1	0.1	-7.4%
Cn1nc(C(=O)OCC(=O)Nc2ccccc2[N+](=O)[O-])c2ccccc2c1=O	-7.8	14.2%	1.5	-2.6%	1.0%	1.6%	-1.1	-12.0	11.4%

Later entries:
SMILES	DRD3 antagonist	GLP-1R inv ag	IL2 activator	GLP1R ag	WRN inhibitor	PLK1 PBD block	DRD3 agonist	PI5P4K alpha inh	GLP1R cytotox
CC(=O)Nc1cccc(-c2nnc(SCC(=O)c3ccc([N+](=O)[O-])cc3)o2)c1	/	9.6%	/	-4.8%	/	/	5.3	/	0.1%
CCOc1ccc(NC(=O)CN(C)C(=O)c2ccc(N3CCOCC3)c([N+](=O)[O-])c2)cc1OCC	-13.2	24.8%	1.0	3.7%	2.6%	6.7%	-5.9	3.5	4.0%
CCCCCOC(=O)CSc1nc2c(c(=O)[nH]c(=O)n2C)n1CCc1ccccc1	-19.9	4.6%	0.1	-5.6%	-8.3%	21.2µM*	0.8	-9.8	-5.8%
CCN(CC)C(=O)c1sc(NC(=O)c2ccc3c(c2)OCO3)c(C#N)c1C	-8.4	60.7%[activator]	2.2	7.0%	-11.2%	-10.1%	-1.1	0.5	5.9%
CCNC(=S)Nc1nc2c(cc1C(=O)OCC)CCCC2	1.4	10.9%	0.2	3.0%	-5.6%	-2.0%	1.5	6.6	4.5%
O=C(O)c1ccccc1-c1nc2ccccc2c(=O)[nH]1	2.6	8.8%	1.5	3.8%	-5.9%	1.5%	1.7	-2.7	9.3%
CCOc1ccc(NC(=O)Cn2c(=O)n(-c3ccccc3)c(=O)c3ccc(C(=O)NCc4ccc5c(c4)OCO5)cc32)cc1	/	-0.3%	/	-5.5%	/	/	-4.3	/	0.5%
Cc1cc(=O)c2c(=O)[nH][nH]c2[nH]1	7.9	8.5%	0.4	-0.3%	4.4%	3.4%	-4.0	-10.0	1.2%
O=C(CCC1COc2ccccc2O1)Nc1ccc(Cl)cn1 (stereo unspecified)	-51.7*	?	-0.7	3.0%	-13.8%	-8.9%	0.4	2.5	?
CCCCCCCCC(=O)N/N=C/c1cccc(Br)c1	7.8	-8.4%	-2.2	4.2%	-15.9%	1.2%	6.4	/	3.8%
CS(=O)(=O)N(Cc1ccc(C(=O)Nc2ccccc2Sc2ccccc2)cc1)c1ccccc1	14.9	?	0.6	-1.9%	-2.2%	-0.2%	0.8	2.6	-9.3%
Cc1ccc(C)c(N(C(=O)c2nsc(Cl)c2Cl)C(C(=O)NC2CCCC2)c2ccc(O)cc2)c1 (stereo unspecified)	-62.0*	5.62µM*	-5.4	0.4%	-4.5%	-15.0%	-15.2	1.6	8.9%
Cc1cccc(C(=O)NN2C(=O)C3C(c4ccccc4)C=CC(c4ccccc4)C3C2=O)c1 (stereo unspecified)	2.9	?	-0.6	-1.6%	-8.2%	-8.4%	-0.3	0.9	13.7%
COCCCNC(=S)NNC(=O)c1csc2ccccc12	0.8	3.0%	0.1	8.2%	9.9%	-8.7%	-4.3	-5.4	2.8%
COc1ccc(CN2CCN(Cc3cccc(F)c3)CC2)cc1OC	-27.8	-10.0%	-2.5	8.0%	-13.6%	-10.5%	-38.3	-10.4	1.7%
COc1ccc(C(=O)NC2CCCCCC2)cc1S(=O)(=O)N1CCCc2ccccc21	-23.6	?	-3.6	3.2%	-1.9%	3.0%	-1.5	-0.6	-11.8%
O=C(c1ccc(F)cc1)N1CCCC(C(=O)N2CCc3ccccc3C2)C1 (stereo unspecified)	?	-37.2%	0.0	-1.4%	-4.1%	-4.7%	4.4	-6.6	0.9%
Cc1cc(N2CCN(c3ccccc3)CC2)n2ncnc2n1	18.5	14.5%[7.66 µM]	-0.2	0.1%	-3.7%	2.1%	7.3	-7.8	-0.3%[7.66 µM]
COc1ccc(CCNC(=O)COC(=O)c2ccc(C)s2)cc1	-1.4	-2.6%	0.5	2.6%	1.7%	-6.4%	-4.9	0.2	-8.2%
COc1ccc(-c2noc(CCC(=O)NCC3CCCO3)n2)cc1OC (stereo unspecified)	-7.6	14.0%	-2.7	4.8%	1.3%	-2.3%	5.3	2.8	-11.4%
COc1ccc(OC)c(/C=N/n2c(C)nc3ccccc3c2=O)c1	25.5	2.1%	1.4	13.2%	-0.8%	-0.4%	6.7	7.6	3.2%
COc1cccc(NC(=O)Cn2nnc(C(=O)Nc3cc(Cl)ccc3OC)c2N)c1	32.0	3.2%	1.4	-0.2%	0.8%	-1.8%	10.6	-2.0	4.6%
Nn1c(Cc2cccc3ccccc23)nnc1SC1CCOC1=O (stereo unspecified)	?	-0.2%	-0.5	-8.7%	-11.6%	-14.4%	-7.8	-3.7	9.9%
COc1ccc(CCC2(C)NC(=O)N(C(C)C(=O)N3c4ccccc4CC3C)C2=O)cc1 (stereo unspecified)	3.9	?	-0.6	-2.3%	1.2%	1.7%	-2.5	2.5	-10.1%
COc1c2c(nc3occc13)C(CC=C(C)C)(OC)C(OC(C)=O)CC2 (stereo unspecified)	-22.9	?	1.3	-7.7%	-3.1%	-5.9%	1.2	7.4	-19.6%
Cn1c(=O)oc2cc(S(=O)(=O)N3CCC(C(=O)Nc4ccc(F)c(Cl)c4)CC3)ccc21	/	5.7%	/	-1.6%	/	/	-10.2	/	0.2%
COc1ccc(-c2ccc3c(c2)[C@@H]2C[C@H](N(C)C(=O)Nc4ccccc4)[C@H]([C@H](C)O)C(=O)N2CC3)cc1	-3.0	-5.5%	1.0	9.6%	-6.0%	-12.8%	5.6	5.9	3.0%
NCCCn1c(C(=O)c2cc(Cl)c(N)c(Cl)c2)c2ccccc2[n+]1[O-]	-16.0	-7.8%	1.4	1.6%	9.3%	-7.6%	10.0	3.1	-6.4%
O=C(Nc1ncccc1O)c1cccc(S(=O)(=O)N2CCc3ccccc32)c1	0.0	0.2%	0.2	-2.7%	-7.8%	-8.9%	-11.1	1.3	-2.8%
NC(=O)CC(NC(=O)c1cccc(Br)c1)c1ccc(N2CCN(c3ccc(F)cc3)CC2)c([N+](=O)[O-])c1 (stereo unspecified)	-13.9	?	-0.3	-2.3%	-8.8%	-6.4%	-18.6	8.6	-28.8%
O=C(Oc1ccc[nH]c1=O)c1cc([N+](=O)[O-])cc([N+](=O)[O-])c1	23.7	?	0.6	-1.1%	-4.8%	-22.9%	-1.1	-20.0	0.2%
COc1ccc(S(=O)(=O)N(C)C[C@H]2Oc3ccc(NC(=O)Cn4cnnn4)cc3C(=O)N([C@H](C)CO)C[C@@H]2C)cc1	0.0	12.4%	-0.1	-3.6%	2.4%	-0.7%	-1.0	-6.1	-4.5%
